PRMT1 FP inh: PRMT1 methyltransferase inhibitors, primary screen, biochemical, fluorescence polarization | recombinant PRMT1, activity-based probe fluorescence polarization | inhibition, % at 2.79 µM | actives 1.3% (n = 370,000);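 active = inhibition above about 21% made by adding two undisclosed values, limit read from the data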
TCR CD3 inh: inhibitors of human TCR-CD3 interaction, primary screen, biochemical, fluorescence, TAMRA-labeled TCR probe; T-cell receptor (TCR); inhibition, % at 9.4 µM; actives 0.37% (n = 360,000); in the data active = inhibition above about 19%;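 also: recombinant mutant TCR 2C K166C tagged with TAMRA read by polarization; 0% = receptor in buffer alone and 100% = receptor with positive control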
mABHD4 FP: ABHD4 inhibitors, primary screen, biochemical, fluorescence polarization, mouse | (Lyso)-N-acylphosphatidylethanolamine lipase (Mus musculus), Q8VD66 | purified mABHD4, FP-Rh probe fluorescence polarization | inhibition, % at 8.92 µM | actives 0.54% (n = 370,000);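 active = inhibition exceeding the mean over every tested compound plus 3 SD, cut at about 30% in these data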;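 also: 0% = plate median of compound wells and 100% = S159A mutant with DMSO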
Target sequence (Q8VD66 whole entry, looked up): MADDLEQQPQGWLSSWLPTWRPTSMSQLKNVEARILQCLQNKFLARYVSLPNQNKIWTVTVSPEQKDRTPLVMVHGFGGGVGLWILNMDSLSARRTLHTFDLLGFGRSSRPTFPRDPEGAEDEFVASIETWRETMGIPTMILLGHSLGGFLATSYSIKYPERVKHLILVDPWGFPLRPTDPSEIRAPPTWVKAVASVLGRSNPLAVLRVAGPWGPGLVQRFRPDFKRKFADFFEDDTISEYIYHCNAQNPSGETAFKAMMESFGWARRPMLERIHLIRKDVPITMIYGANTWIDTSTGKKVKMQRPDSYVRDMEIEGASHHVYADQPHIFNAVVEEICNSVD
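Material: mouse ABHD4 enzyme, wild type; Benchmarks: S159A mutant high control, sample median low control; Buffer or medium: HEPES pH 7.0, NaCl, Pluronic buffer; Signal: fluorescence polarization; Read-out: percent inhibition of probe binding, normalized to plate controls; Timing: pre-incubation 45 min, probe exposure 60 min, at 25 °C; Dosing: 8.92 µM, single dose.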
HTRA1 inh: HTRA1 serine protease inhibitors, primary screen, biochemical, fluorescence polarization, HTS; Q92743; recombinant HTRA1, FP-rhodamine activity-based probe; inhibition, % at 5.96 µM; actives 0.5% (n = 340,000); AID 504803, 2011; in the data active = inhibition above about 36%;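 also: 0% = enzyme with DMSO and 100% = wells lacking enzyme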
UHRF1 MBD2 ctr: UHRF1 methylated DNA binding inhibitors, primary screen, counter-screen for MBD2 inhibitor project, biochemical, TR-FRET, human UHRF1, single concentration; E3 ubiquitin-protein ligase UHRF1 (Homo sapiens), Q96T88; UHRF1 binding to methylated oligo; inhibition, % at 4.4 µM; actives 0.75% (n = 370,000); AID 687016, 2013; in the data active = inhibition above about 21%;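 also: UHRF1 SRA domain binding a hemimethylated CpG hairpin DNA probe; 0% = median of test compound wells and 100% = reference inhibitor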
MBD2 DNA inh: inhibitors of MBD2 binding to methylated DNA, primary screen, biochemical, TR-FRET, DNA-binding domain, human; Methyl-CpG-binding domain protein 2 (Homo sapiens), Q9UBB5; inhibition, % at 4.4 µM; MBD2 binding to methylated oligonucleotide; actives 0.31% (n = 370,000); in the data active = inhibition above about 13%
SIAE primary: human SIAE inhibitors, primary screen, biochemical, fluorescence polarization, FP-Rh probe, 1536-well HTS. inhibition, % at 9.66 µM. Sialate O-acetylesterase (Homo sapiens), Q9HAT2. SIAE FP-Rh probe binding. actives 0.69% (n = 370,000);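 active = inhibition above a cutoff: mean of compounds within the control limits plus 3 SD of those, cut at about 17% in these data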;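 also: 0% = plate median of compound wells and 100% = probe without SIAE protein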
Target sequence (Q9HAT2 whole entry, looked up): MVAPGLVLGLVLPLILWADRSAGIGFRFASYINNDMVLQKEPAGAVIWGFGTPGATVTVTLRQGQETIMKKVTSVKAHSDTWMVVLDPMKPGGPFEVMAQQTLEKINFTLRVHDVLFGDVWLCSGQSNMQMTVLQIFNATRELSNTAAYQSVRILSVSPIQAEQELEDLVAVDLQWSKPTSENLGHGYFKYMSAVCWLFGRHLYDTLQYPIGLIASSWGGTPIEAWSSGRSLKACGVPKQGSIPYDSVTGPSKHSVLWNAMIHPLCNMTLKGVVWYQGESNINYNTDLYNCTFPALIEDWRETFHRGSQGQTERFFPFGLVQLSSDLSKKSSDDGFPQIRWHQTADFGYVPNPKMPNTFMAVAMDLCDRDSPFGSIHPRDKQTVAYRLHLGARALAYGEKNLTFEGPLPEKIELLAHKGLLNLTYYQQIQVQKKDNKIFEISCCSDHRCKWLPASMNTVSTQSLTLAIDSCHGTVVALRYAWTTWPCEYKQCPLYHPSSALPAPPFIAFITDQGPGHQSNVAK
rCAG binder: binders of r(CAG) RNA repeats, primary screen, biochemical, fluorescence | r(CAG) RNA repeat, TO-PRO-1 dye displacement fluorescence | inhibition, % at 3 µM | actives 1.3% (n = 370,000) | AID 651821, 2012;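 active = inhibition above the plate cutoff, the mean of all test compounds on that plate plus 3 SD, cut at about 35% in these data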;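 also: 0% = DMSO alone and 100% = 100 µM mitoxantrone as full dye displacement; higher means more dye released from RNA so lower well fluorescence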
GC-A act: GC-A stimulated cGMP production enhancers – HEK293 GC-A cells, cGMP TR-FRET, EC30 ANP, primary screen; 0% at EC30 ANP, 100% saturating ANP; actives 0.14% (n = 370,000); AID 1671463, 2021; Atrial natriuretic peptide receptor 1 (Homo sapiens), P16066; activation, % at 10 µM; in the data active = activation above about 40%
NPR2 activator: human GC-B receptor activators, primary screen, HEK293 GC-B cells, cGMP TR-FRET, EC30 CNP | Atrial natriuretic peptide receptor 2 (Homo sapiens), P20594 | 0% at EC30 CNP, 100% saturating CNP | activation, % at 10 µM | actives 0.11% (n = 370,000);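 active = activation at 10 µM reaching about 35% in either raw or pattern-adjusted values, limit read from the data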
* marks the source's active call; other numbers are inactive results; . = not tested or not shown. This is a subset. The share of hits here may be higher or lower than overall.

structure	MBD2 DNA inh	NPR2 activator	TCR CD3 inh	GC-A act	HTRA1 inh	rCAG binder	UHRF1 MBD2 ctr	mABHD4 FP	PRMT1 FP inh	SIAE primary
Cc1ccc2c(c1)N(CC(=O)NC1CCC(C)CC1)C(=O)CO2 (stereo not given)	-5	-1	-3	-1	5	-5	-1	-9	-4	2
O=C(CCn1cnc2ccccc2c1=O)Nc1ccc(S(=O)(=O)N2CCCC2)cc1	0	-3	3	-3	-1	0	7	-1	0	-5
CCCn1nc(NC(=O)c2ccco2)c2cc3cc(C)ccc3nc21	0	2	1	-3	-32	7	-2	4	8	-4
Cc1ccc(NS(=O)(=O)c2ccc(CCC(=O)NCc3cccnc3)cc2)cc1	-8	-3	9	-2	2	4	-2	-2	1	-1
COc1ccc(C2SCC(=O)N2c2nnc(C34CC5CC(CC(C5)C3)C4)s2)cc1 (stereo not given)	2	-1	-13	4	-4	1	0	0	-1	0
COc1cc(/C=N/O)cc(Br)c1OC	-2	4	8	3	-9	3	0	1	-1	-5
N#CC1(c2ccccc2)CCCN1C(=O)c1ccccc1Br (stereo not given)	1	7	2	0	7	-3	4	-10	2	5
O=C1NC(=O)C2(N1)c1ccccc1-c1ccccc12	2	4	-3	-2	2	2	2	-3	1	-1
COCCn1c(C)cc(/C=C2/SC(=O)N(C(C)C(=O)OC)C2=O)c1C (stereo not given)	8	3	1	1	6	-5	-3	2	4	3
Cc1cc(C(=O)Nc2ccccc2)oc1C	3	2	5	5	-8	3	-1	4	-1	-3
Cc1ccc2cc(C#N)c(SCC(=O)NNC(=O)Cc3ccccc3)nc2c1	1	-16	2	35	-2	-3	0	1	-2	-6
CC(C)(C)C1CCC(C(=O)Nc2nccs2)CC1 (stereo not given)	1	-3	1	-3	-3	-4	3	-6	-1	6

Quoted at random: 2 compounds from above.
structure	MBD2 DNA inh	NPR2 activator	TCR CD3 inh	GC-A act	HTRA1 inh	rCAG binder	UHRF1 MBD2 ctr	mABHD4 FP	PRMT1 FP inh	SIAE primary
COc1cc(/C=N/O)cc(Br)c1OC	-2	4	8	3	-9	3	0	1	-1	-5
COCCn1c(C)cc(/C=C2/SC(=O)N(C(C)C(=O)OC)C2=O)c1C (stereo not given)	8	3	1	1	6	-5	-3	2	4	3

(continued)
structure	MBD2 DNA inh	NPR2 activator	TCR CD3 inh	GC-A act	HTRA1 inh	rCAG binder	UHRF1 MBD2 ctr	mABHD4 FP	PRMT1 FP inh	SIAE primary
O=C(O)CCN1c2ccccc2Sc2ccccc21	-2	-1	-4	-1	-7	-1	5	9	-1	5
O=C(N/N=C/c1ccc2c(c1)OCCO2)c1ccncc1	0	-1	-6	-2	3	-1	-2	2	-2	1
O=C(Nc1cccc(/C=C/c2nc3ccccc3c(=O)[nH]2)c1)c1ccccc1Cl	0	3	-2	11	-26	7	-1	-12	1	-46
CCCCCCCNc1cccc(C)c1	-1	-5	7	-6	1	1	1	2	-5	1
CN1C(=O)C2(C(C#N)=C(N)Oc3c2oc(CO)cc3=O)c2ccccc21 (stereo not given)	1	4	2	10	0	2	0	-2	3	-8
COC(=O)/C(=C\c1cc(OC)c(OC)c(OC)c1)c1nc2ccccc2[nH]1	-5	-6	-1	-5	8	5	0	1	-2	3
CCOC(=O)c1ccc(N=Cc2nc(-c3ccccc3)oc2OC(C)=O)cc1	2	0	8	21	-3	-2	-2	-10	0	-2
CCO[C@@H]1OC(C(=O)NCc2ccccc2)=C[C@H](c2ccccc2)[C@H]1CCCO	-3	1	3	-2	1	-10	0	1	-2	6
CC(C)N1CC2(CC(c3ccc(Cl)cc3Cl)=NO2)CN1C(=O)c1ccc(C(C)(C)C)cc1 (stereo not given)	0	4	-6	1	-6	3	4	-1	-5	3
Cc1ccccc1CN1CCN(S(=O)(=O)c2cccc3nsnc23)CC1	-3	5	-6	-3	-5	0	-2	-8	-2	-3
CCCC(C(=O)NC(C)(C)C)N(CC1CCCO1)C(=O)CNS(=O)(=O)c1ccc(F)cc1 (stereo not given)	-2	1	-4	0	7	-2	1	2	3	1
O=C(NCCc1ccc2c(c1)OCCO2)c1cc(S(=O)(=O)N2CCCC2)ccc1Br	1	-2	1	3	-9	8	-4	3	3	4

Further records:
structure	MBD2 DNA inh	NPR2 activator	TCR CD3 inh	GC-A act	HTRA1 inh	rCAG binder	UHRF1 MBD2 ctr	mABHD4 FP	PRMT1 FP inh	SIAE primary
CCCNC(=O)C1(C)CCN(C(=O)c2c(F)ccc(C)c2F)C1 (stereo not given)	-1	0	-3	2	.	0	2	-3	1	4
NC(=O)C1CCN(CC(=O)Nc2cccnc2Cl)CC1	-1	10	-5	-2	-3	-1	-2	7	-1	9
COc1ccc(C(=O)/C=C2\NCCc3cc(OC)c(OC)cc32)cc1OC	3	2	4	3	4	1	8	-4	6	-13
O=C(CN1C(=O)c2cccnc2Oc2ccc(Cl)cc21)NCCC1=CCCCC1	-2	-4	1	-2	-1	-2	-3	-10	-4	-4
Cc1ccc(S(=O)(=O)N2CCCCC2)cc1NC(=O)COC(=O)c1c(F)cccc1F	-2	-5	0	0	-3	0	1	2	3	-8
CC1(C)Cc2c(sc3c2c(=N)n(Cc2ccco2)c(=O)n3CC(=O)Nc2cccc(Cl)c2)CO1	6	-8	10	6	-84	20	1	-46	7	-52
O=C(CCCN1C(=O)c2ccccc2C1=O)Nc1cccnc1	-3	5	0	0	1	1	-1	1	-1	7
COC(=O)c1cc([N+](=O)[O-])c(-n2cncn2)c([N+](=O)[O-])c1	-1	7	5	15	5	2	-3	-3	0	3
O=C(CC[C@H]1O[C@@H](n2ccc(=O)[nH]c2=O)[C@H](O)[C@@H]1O)N[C@H](Cc1ccccc1)C(=O)NCc1ccccc1	4	7	0	0	.	-1	1	7	3	-3
O=[N+]([O-])c1cc(S(=O)(=O)C(F)(F)F)ccc1NCC1CCCO1 (stereo not given)	0	-3	-1	2	-8	-2	1	2	1	0
COc1ccc(-c2csc(NC(=O)C3CC(=O)N(Cc4ccco4)C3)n2)cc1 (stereo not given)	0	2	3	2	-9	-1	5	3	3	0
Cn1nc(C(C)(C)C)cc1C(=O)NNC(=O)c1ccc(C(F)(F)F)cc1	0	2	7	3	4	-4	1	-3	2	-1

Further entries
structure	MBD2 DNA inh	NPR2 activator	TCR CD3 inh	GC-A act	HTRA1 inh	rCAG binder	UHRF1 MBD2 ctr	mABHD4 FP	PRMT1 FP inh	SIAE primary
CCCc1nnc(NC(=O)C2CCN(C(=O)C3CC(=O)N(c4ccc(C)cc4)C3)CC2)s1 (stereo not given)	-1	-2	4	0	-1	-5	-1	-3	-6	-4
N#Cc1ccc(NCC(=O)N2CCN(S(=O)(=O)c3ccccc3)CC2)cc1	-8	-2	6	-1	15	1	-1	4	-3	10
Cc1ccc(S(=O)(=O)N2CCN(C(=O)CN3C(=O)NC4(CCCCC4)C3=O)CC2)c(C)c1	-1	2	7	2	1	0	-1	-2	-1	3
COc1ccc(/C=N/NC(=O)COc2cc(C)cc(C)c2)cc1COC(C)=O	-1	-3	-8	0	-8	3	3	-4	-1	-7
Cc1ccc(CN2CCCCC(NC(=O)c3ccc(Br)cc3)C2=O)cc1 (stereo not given)	-5	1	.	-1	.	1	0	-7	-9	1
CCOCCCNC(=S)N1C2CCC1CC(NC(=O)Nc1ccc(C(=O)OCC)cc1)C2 (stereo not given)	-4	-1	1	3	-10	-8	-2	-6	-5	-4
COc1ccc(-n2c(=O)/c(=C\c3cccs3)s/c2=C(/C#N)C(=O)NCCN2CCOCC2)cc1	-3	-4	3	8	2	1	0	-1	-4	-4
Cc1ccc2cc(COC(=O)c3cccc([N+](=O)[O-])c3)c(=O)[nH]c2c1	1	-6	2	0	-5	7	-3	0	-4	-8
COC(C[C@H](O)CC(=O)[C@H](C)OCc1ccccc1)OC	-3	4	4	1	-1	-4	0	1	-1	2
CCN(CC)CCCn1c2c(c(SCC(=O)Nc3cc(OC)cc(OC)c3)nc1=O)CCC2	-1	-3	2	-11	0	-4	-3	-2	-3	-3
O=C(Nc1cccc(Cl)c1)c1cc(S(=O)(=O)N2CCCCC2)c[nH]1	5	-17	-3	-20	-15	4	2	-1	3	-7
COc1ccc(-c2ccc(/C=C3/C(=N)N4C(C)=CSC4=NC3=O)o2)c([N+](=O)[O-])c1	-1	2	10	11	-7	15	-4	-5	1	0

(cont.)
structure	MBD2 DNA inh	NPR2 activator	TCR CD3 inh	GC-A act	HTRA1 inh	rCAG binder	UHRF1 MBD2 ctr	mABHD4 FP	PRMT1 FP inh	SIAE primary
Cc1cccc(-n2c(O)c(C=Nc3ccccc3O)c3ccccc3c2=O)n1	-4	4	40*	2	2	10	-5	3	-1	-3
O=[N+]([O-])c1ccc(N2CCN(C(=S)NC3CCCCC3)CC2)cc1	-8	-3	6	1	-12	6	-4	10	2	5
Cc1nn(C)cc1CN(C)C(=O)c1cc2nc(-c3ccco3)cc(C(F)(F)F)n2n1	-2	2	0	6	1	-4	-1	7	-1	9
CCCCOCCCNC(=O)C[C@H]1C[C@@]2(C(=O)OC)C(=C[C@H](C3CCCC3)O[C@@H]2C)N(Cc2ccccc2)C1=O	-1	0	2	-3	.	0	0	-1	3	15
CCc1ccc(N2CC(C(=O)Nc3cc(C)on3)CC2=O)cc1 (stereo not given)	1	-4	5	-2	-1	-4	-1	-3	0	-8
CCCCCCNC(=O)c1c(N)[nH]c(C(=O)c2ccccc2)c1-c1ccc(O)cc1	1	0	.	18	.	.	0	-1	8	-1
COc1ccc(/C=N/NC(=O)c2ccc3nc[nH]c3c2)c(OC)c1OC	-6	5	-2	-1	.	-2	-3	-5	3	-3
